IL1B secr inh: blocks inflammasome-driven IL-1 beta release | activity change, % at 57.5 µM | 4.7% of 360,000 active | THP-1 LPS/ATP IL-1B secretion, AlphaLISA, 16 h; hits give low values; in the data active means activity change below about -50%; inconclusive means mostly about -30% to -49%; further: on the % scale 0 is the no-effect control and ±100 the full control effect
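THP-1 cells pretreated 1 hr with compounds (up to 57.5 uM final), then stimulated with LPS (250 ng/mL final) plus ATP (1.25 mM final); secreted IL-1B measured by AlphaLISA after 16 hr, decreased signal indicating inhibition.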
MCF10A rerep: inducers of DNA re-replication in MCF 10A breast cells. Potency, µM (series often up to 46.1 µM), for the others: top-dose activity, positive = re-replication, hits mostly activators. 2.9% of 350,000 active. MCF 10A DNA re-replication, Hoechst nuclear intensity, 48 h; further: potency means the concentration at half of the fitted maximal effect; % of control where 0% means no effect; nearly all actives have a fitted effect of over 50% in size
HT1080 IDH1KD tx: toxicity to HT-1080 IDH1 knockdown cells (counter line). 2% of 360,000 active. Potency, µM (titrated, usually from 46.1 µM), without a hit: at the top dose activity, negative = toxicity, hits mostly cytotoxic. HT-1080 IDH1 knockdown viability, ATP luminescence, 48 h;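 further: potency means the concentration at half of the fitted maximal effect; 0% = DMSO wells and -100% = cell-free medium wells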
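In this qHTS, HT-1080 cells depleted of IDH1 are exposed for 48 h at 37 °C to compound titrations. Toxicity is scored from CellTiter-Glo luminescence, with DMSO as full viability and medium alone as none.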
ATXN2 expr inh: inhibitors of ATXN2 expression | HEK-293 ATXN2-luciferase reporter, luminescence, 24 h | Potency, µM (highest dose often 57 µM), inactives show at the highest dose activity change, negative = inhibition, hits mostly inhibitors | 0.72% of 360,000 active; further: potency means the concentration at half of the fitted maximal effect; on the % scale 0 is the no-effect control and ±100 the full control effect; nearly all actives have a fitted effect of over 55% in size
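qHTS (up to 57 uM final) was run with 24 h compound exposure of reporter cells at 37 °C. Each well was multiplexed: SteadyGlo luminescence measured ATXN2-luciferase expression after a fluorogenic Gly-Phe-AFC viability readout (25 uM final).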
KB-3-1 tox: kills parental KB-3-1 adenocarcinoma cells; Potency, µM (doses to about 46.1 µM), for inactives: at the top dose activity change, negative = cytotoxic, actives largely listed as cytotoxic; 1.4% of 400,000 active; KB-3-1 viability, CellTiter-Glo ATP luminescence, 72 h; AID 1347075; further: potency means the concentration at half of the fitted maximal effect; on the % scale 0 is the no-effect control and ±100 the full control effect; nearly all actives have a fitted effect of over 60% in size
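KB-3-1 parental drug-naive adenocarcinoma cells in DMEM/10% FBS, incubated 72 h at 37 C with pin-transferred compounds across a concentration series. Viability by CellTiter-Glo luminescence; concentration-response curves fitted after normalization.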
SW480 rerep: DNA re-replication induction in SW480 cells | Potency, µM (doses to about 46.1 µM), for the others: at the top dose re-replication activation, most hits filed as activators | SW480 DNA re-replication, Hoechst DNA content imaging, 48 h | AID 624297 | 1.8% of 340,000 active; further: potency means the concentration at half of the fitted maximal effect; % of control where 0% means no effect; nearly all actives have a fitted effect of over 55% in size
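SW480 cells exposed to compounds for 48 hr at 37 C, 5% CO2, then Hoechst-stained 40 min. Nuclear DNA content imaged by fluorescence scanning (405 nm excitation, 500-530 nm emission); re-replication scored as increased high-intensity nuclei.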
ATXN viability: cell viability loss in ATXN counter-screen; 0.49% of 400,000 active; S2 cells (HEK-293 line with an ATXN2-luciferase reporter) viability, CellTiter-Fluor protease fluorescence, 24 h; Potency, µM (series often up to 56.7 µM), most hits filed as cytotoxic; AID 651635; further: potency means the concentration at half of the fitted maximal effect; nearly all actives have a fitted effect of over 40% in size
KB-V1 MDR tox: KB-V1 MDR subline cytotoxicity; KB-V1 MDR cells viability, CellTiter-Glo, 72 h; Potency, µM (series often up to 46.1 µM), for inactives: at the top dose activity change, negative = cytotoxicity, usual class: cytotoxic; 3.4% of 400,000 active; further: potency means the concentration at half of the fitted maximal effect; on the % scale 0 is the no-effect control and ±100 the full control effect; nearly all actives have a fitted effect of over 60% in size
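In this primary screen, KB-V1 cells overexpressing P-gp are incubated with library compounds (lowest to highest concentration) for 72 h at 37 degrees C before a luminescent ATP viability read.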
HT1080NT lethal: kills 2HG-producing HT-1080-NT fibrosarcoma cells; HT-1080-NT fibrosarcoma viability, CellTiter-Glo ATP luminescence, 48 h; Potency, µM (series often up to 46.1 µM), inactives show at the top dose activity, negative = less viability, most hits filed as cytotoxic; 1.6% of 360,000 active;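 further: NT is the 2HG producing partner of a matched IDH1 knockdown line; potency means the concentration at half of the fitted maximal effect; 0% = DMSO-treated cells and -100% = media-only wells without cells; nearly all actives have a fitted effect of over 55% in size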
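Fibrosarcoma NT cells, 750 per well in 5% FBS RPMI, were exposed to compound for 48 hours. Viability: CellTiter-Glo luminescence.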
Numbers without * were called inactive; i = inactive; ? = inconclusive; nt = not tested or not shown; & = joins results of further samples; [ ] = another dose, or the depositor's remark. Unless noted, the call rests on the fitted dose curve; in most records, active means well fitted curve in the direction sought with a large enough effect; inconclusive means small, poorly fitted or top-dose-only effect, or another doubt; inactive means no such curve, though single readings can be large; an effect the other way counts as inactive or inconclusive.

Order of values: IL1B secr inh	MCF10A rerep	HT1080 IDH1KD tx	ATXN2 expr inh	KB-3-1 tox	SW480 rerep	ATXN viability	KB-V1 MDR tox	HT1080NT lethal
CC(C)(C)NC(=O)CN(C(=O)C1CSC(=O)C1)c1ccc2c(c1)OCCO2 (stereo unspecified)
    8	-4%	-6%	3%	5%	-4%	i	?	10%
CC1CN(C(=O)c2cc(COc3c(F)cccc3F)on2)CCN1C (stereo unspecified)
    -3	-5%	1%	11%	nt	6%	i	nt	-3%
COc1ccc(-c2cc(C(F)(F)F)nc(SCC(=O)N3CCCCC3)n2)cc1OC
    nt	nt	nt	6%	4%	nt	i	?	nt
COc1ccc(OCc2nnc(SCC(N)=O)n2N)cc1
    7	-4%	4%	11%	16%	-15%	i	3%	8%
CNC(=O)Nc1ccccc1C(=O)NCc1ccccc1
    4	4%	22%	-5%	10%	-7%	i	-14%	25%
CNS(=O)(=O)c1cccc(C(=O)Nc2cccc(Cl)c2)c1
    3	-2%	-21%	14%	-21%	-1%[9.22 µM]	i	-11%	-5%
CSc1ccccc1NC(=O)COC(=O)Cn1cc(C(F)(F)F)ccc1=O
    19	4%	-5%	nt	3%	2%	i	0%	12%
CC(C)(C)C(=O)NC(=S)Nc1ccc(Cl)c(C(=O)O)c1
    22	4%	15%	3%	0%	-1%	i	30%	-1%
O=C(c1cccs1)N1CCN(S(=O)(=O)c2ccc(F)cc2)CC1
    -14	-4%	1%	3%	-9%	-5%	i	-15%	2%
COc1ccc(S(=O)(=O)N2CCOC2CNC(=O)C(=O)NCCc2ccc(OC)c(OC)c2)cc1C (stereo unspecified)
    0	2%	2%	-4%	-27%	nt	i	?	2%
COc1ccc2cc(CNc3ccccc3)c(=O)n(CC(=O)Nc3ccc(C(C)=O)cc3)c2c1
    nt	nt	nt	2%	27%	nt	i	-21%	nt
Cc1ccc(C)c(SCC(=O)NC(=O)Nc2ccc3c(c2)OCCO3)c1
    1	2%	18%	8%	-1%	-1%	i	0%	15%
CCN(CC)c1ccc(C2C3CCCCC3(O)CCN2CC(=O)N2CCCCC2)cc1 (stereo unspecified)
    ?	-1%	-9%	-31%	-16%	1%	?	-5%	-9%
O=C(Nc1ncnc2sc3c(c12)CCCCC3)c1ccc(F)cc1
    0	1%	-8%	-23%	?	-5%	i	0%	-1%
COc1ccc(C(c2nnnn2C2CCCCC2)N2CCN(C)CC2)c(OC)c1 (stereo unspecified)
    -3	0%	-9%	3%	7%	-1%	i	-5%	-4%
C/C(=N\NC(=O)c1c(C)nc2ccccn12)c1cccc([N+](=O)[O-])c1
    7	-5%	17%	-4%	17%	-15%	i	?	?
CCC(=O)N1CCc2cc(Br)cc(S(=O)(=O)CCC(=O)Nc3cccc(CC)c3)c21
    nt	nt	nt	-2%	1%	nt	i	4%	nt
CS(=O)(=O)N(CC(=O)O)c1ccc2c(c1)OCO2
    -3	6%	21%	-23%	7%	1%	i	13%	21%
CCOc1ccc(-n2c(SCC(N)=O)nc3sc4c(c3c2=O)CCN(C)C4)cc1
    10	0%	9%	5%	9%	-13%	i	-13%	12%
Oc1ccccc1C=NNC(=S)NN=Cc1ccccc1O
    87	18µM*	?	?	?	3.7µM*	i	?	?

(cont.)
Order of values: IL1B secr inh	MCF10A rerep	HT1080 IDH1KD tx	ATXN2 expr inh	KB-3-1 tox	SW480 rerep	ATXN viability	KB-V1 MDR tox	HT1080NT lethal
COc1ccc(Cl)cc1NC(=O)C1Cc2ccccc2CN1S(C)(=O)=O (stereo unspecified)
    9	?	?	1%	-5%	?	i	-25%	-9%
COc1ccc(Nc2nc(-c3cccs3)nc3ccccc23)c(OC)c1
    -16	?	-26%	1%	?	?	i	?	-24%
Cc1c(OCC(=O)NCCCn2ccnc2)ccc2c3c(c(=O)oc12)CCC3
    0	12%	-22%	1%	-4%	-22%	i	12%	16%
CCC(C)n1[nH]c(=O)c2c(C)cc(C)nc21 (stereo unspecified)
    -11	12%	2%	-7%	1%	0%	i	18%	-2%
CC(C)N(Cc1cc2ccccc2[nH]c1=O)C(=O)C(C)(C)C
    17	0%	6%	-5%	15%	-1%	i	-22%	12%
O=C(CSc1nccn1-c1ccccc1)Nc1ccc2c(c1)OCO2
    ?	16%	-2%	51%[activator]	0%	-3%	i	-2%	0%
O=C(CNC(=O)c1ccc(Cl)cc1)OCc1cc(=O)n2ccsc2n1
    nt	nt	nt	8%	10%	nt	i	13%	nt
COc1ccc(C(=O)O)cc1S(=O)(=O)NC(C)(C)C
    4	-1%	4%	-4%	-4%	-5%	i	8%	5%
OCCN(Cc1ccccc1)CC(O)COc1ccc(-c2ccccc2)cc1 (stereo unspecified)
    -76*	?	?	?	?	?	i	?	?
COc1ccc(OC)c(N(CC(=O)NC2CC2)S(=O)(=O)c2ccc(C)cc2)c1
    26	3%	-1%	2%	-17%	-1%	i	?	6%
Cc1ccc(-c2csc(Nc3ccccc3)[n+]2CCc2ccccc2)cc1
    -5	1%	-1%	nt	?	-8%	i	?	-24%
Cc1nnc(N2CCCC(C(=O)NCc3ccccc3)C2)c2nn(-c3ccccc3)c(C)c12 (stereo unspecified)
    nt	nt	nt	6%	0%	nt	?	8%	nt
Cc1cc(C(=O)N/N=C/c2c(C)nn(-c3ccccc3)c2C)n[nH]1
    -13	3%	-3%	17%	6%	-4%	i	19%	-11%
CC(C)CCN(CC(=O)NC1CCCC1)C(=O)C(=O)Nc1ccc2c(c1)OCCO2
    0	-7%	-1%	13%	0%	2%	i	-30%	-2%
Cc1ccc2ccc3cccc4ccc1c2c34
    9	6%	-3%	4%	0%	?	i	15%	2%
C=CCC[C@@H](Cc1ccc(F)cc1)C(=O)OC[C@@H](NC(=O)[C@@H](CC=C)CC(=O)N[C@H](CO)Cc1ccccc1)C(C)(C)C
    12	-10%	-20%	0%	-28%	-4%	?	?	?
Cc1nc(C(=O)NNC(=O)c2c(-c3c(Cl)cccc3Cl)noc2C)cs1
    56	11%	?	-33%	?	25%	?	0%	?
CCCCOc1ccc(C(=O)C(CN2CCOCC2)c2ccccc2)cc1 (stereo unspecified)
    -98*	?	16µM*	?	?	15µM*	nt	?	13µM*
O=c1c2c(nc3cc(-c4ccc(Br)cc4)[nH]n13)CCCC2
    -61*	?	-2%	50%[activator][11.3 µM]	1%	9%	i	14%	-3%
CCOC(=O)c1ccc(NC(=O)c2nc[nH]c2C(=O)NCC(=O)OC(C)(C)C)cc1
    -6	14%	?	0%	?	-1%	?	?	?

(further entries)
Order of values: IL1B secr inh	MCF10A rerep	HT1080 IDH1KD tx	ATXN2 expr inh	KB-3-1 tox	SW480 rerep	ATXN viability	KB-V1 MDR tox	HT1080NT lethal
CCOC(=O)C(CC)Sc1nc2c(cnn2-c2ccccc2)c(=O)[nH]1 (stereo unspecified)
    27	-1%	0%	-29%	7%	-8%	?	0%	-1%
O=C(C1CCCN(Cc2cc(Br)ccc2O)C1)N1CCCCC1 (stereo unspecified)
    -1	13%	0%	-21%	-8%	-2%	i	-5%	0%
Oc1ccccc1-c1nc(/C=C/c2ccccc2)nn1-c1ccccc1
    ?	?	3%	8%&5%	-6%&-29%	12%	i	?	1%
COc1ccccc1-c1nc(C#N)c(N2CCN(Cc3ccccc3)CC2)o1
    -17	-11%	-2%	1%	-4%	-4%	i	-8%	-18%
O=C(CNC(=O)c1ccccc1F)Nc1ccncc1
    0	-4%	6%	5%	1%	-42%[inhibitor]	?	11%	16%
CCCc1cc(=O)[nH]c(SCC(=O)N2CCOCC2)n1
    14	7%	10%	-1%	6%	?	i	-9%	18%
Cc1ccc(Cn2nnnc2CN2CCC(NC(=O)c3ccc(Br)cc3)CC2)cc1
    -4	3%	0%[9.24 µM]	-22%	-19%	-3%	i	18µM*	-3%
Nc1cc(-c2ccccc2)nn1Cc1ccc(Cl)cc1
    -18	11%	-22%	-18%	?	-3%	?	-5%	-19%

Structures shown so far containing fluorine, in the order listed:
Order of values: IL1B secr inh	MCF10A rerep	HT1080 IDH1KD tx	ATXN2 expr inh	KB-3-1 tox	SW480 rerep	ATXN viability	KB-V1 MDR tox	HT1080NT lethal
CC1CN(C(=O)c2cc(COc3c(F)cccc3F)on2)CCN1C (stereo unspecified)
    -3	-5%	1%	11%	nt	6%	i	nt	-3%
COc1ccc(-c2cc(C(F)(F)F)nc(SCC(=O)N3CCCCC3)n2)cc1OC
    nt	nt	nt	6%	4%	nt	i	?	nt
CSc1ccccc1NC(=O)COC(=O)Cn1cc(C(F)(F)F)ccc1=O
    19	4%	-5%	nt	3%	2%	i	0%	12%
O=C(c1cccs1)N1CCN(S(=O)(=O)c2ccc(F)cc2)CC1
    -14	-4%	1%	3%	-9%	-5%	i	-15%	2%
O=C(Nc1ncnc2sc3c(c12)CCCCC3)c1ccc(F)cc1
    0	1%	-8%	-23%	?	-5%	i	0%	-1%
C=CCC[C@@H](Cc1ccc(F)cc1)C(=O)OC[C@@H](NC(=O)[C@@H](CC=C)CC(=O)N[C@H](CO)Cc1ccccc1)C(C)(C)C
    12	-10%	-20%	0%	-28%	-4%	?	?	?
O=C(CNC(=O)c1ccccc1F)Nc1ccncc1
    0	-4%	6%	5%	1%	-42%[inhibitor]	?	11%	16%

Record cards, as listed above.
Oc1ccccc1-c1nc(/C=C/c2ccccc2)nn1-c1ccccc1 across the screens: IL1B secr inh = ?; MCF10A rerep = ?; HT1080 IDH1KD tx = 3%; ATXN2 expr inh = 8%&5%; KB-3-1 tox = -6%&-29%; SW480 rerep = 12%; ATXN viability = i; KB-V1 MDR tox = ?; HT1080NT lethal = 1%
CCCc1cc(=O)[nH]c(SCC(=O)N2CCOCC2)n1 across the screens: IL1B secr inh = 14; MCF10A rerep = 7%; HT1080 IDH1KD tx = 10%; ATXN2 expr inh = -1%; KB-3-1 tox = 6%; SW480 rerep = ?; ATXN viability = i; KB-V1 MDR tox = -9%; HT1080NT lethal = 18%
